ADAM10 inh – inhibits human ADAM10; O14672; inhibition, % at 7 µM; recombinant ADAM10, EDANS/DABCYL FRET peptide cleavage, 3 h; 370,000 compounds, 0.62% hits;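 active = inhibition above a per-campaign cutoff equal to the mean of compounds falling between control-based bounds plus 3 SD, cut at about 20% in these data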;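 also: 0% = DMSO wells while the 100% control is not disclosed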
NPR2 activator – GC-B (human) receptor activation. P20594. HEK293-GC-B cells, CNP EC30, cGMP TR-FRET; 0% at EC30 CNP, 100% saturating CNP. activation, % at 10 µM. 370,000 compounds, 0.11% hits. AID 1920062;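 active = activation at 10 µM reaching about 35% in either raw or pattern-adjusted values, limit read from the data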
sPLA2-III inh – Blocks human group III sPLA2 activity; Q9NZ20; 370,000 compounds, 0.56% hits; inhibition, % at 12.2 µM; QFRET BODIPY PC-A2 liposome hydrolysis, fluorescence;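 active = inhibition above mean plus 3 SD of compounds lying within the high and low control bounds, cut at about 19% in these data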;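 also: 0% = median of test compound wells and 100% = no enzyme DMSO wells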
FXN GAA850 act – frataxin GAA850 promoter activation | HEK293 lucGAA850 FXN promoter luciferase reporter, 24 h; percent of 10 µM SAHA response | activation, % at 6 µM | 360,000 compounds, 0.56% hits | AID 540364;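 active = activation above the average of all compounds screened plus 3 SD, cutoff fixed separately per campaign, cut at about 7.5% in these data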;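 also: 0% = DMSO wells and 100% = 10 µM SAHA wells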
NPR1 activator – GC-A (human) enzyme activation; P16066; HEK293 GC-A cells, cGMP TR-FRET, EC30 ANP; 0% at EC30 ANP, 100% saturating ANP; activation, % at 10 µM; 370,000 compounds, 0.14% hits; in the data active = activation above about 40%
Target sequence (P16066 whole entry, looked up): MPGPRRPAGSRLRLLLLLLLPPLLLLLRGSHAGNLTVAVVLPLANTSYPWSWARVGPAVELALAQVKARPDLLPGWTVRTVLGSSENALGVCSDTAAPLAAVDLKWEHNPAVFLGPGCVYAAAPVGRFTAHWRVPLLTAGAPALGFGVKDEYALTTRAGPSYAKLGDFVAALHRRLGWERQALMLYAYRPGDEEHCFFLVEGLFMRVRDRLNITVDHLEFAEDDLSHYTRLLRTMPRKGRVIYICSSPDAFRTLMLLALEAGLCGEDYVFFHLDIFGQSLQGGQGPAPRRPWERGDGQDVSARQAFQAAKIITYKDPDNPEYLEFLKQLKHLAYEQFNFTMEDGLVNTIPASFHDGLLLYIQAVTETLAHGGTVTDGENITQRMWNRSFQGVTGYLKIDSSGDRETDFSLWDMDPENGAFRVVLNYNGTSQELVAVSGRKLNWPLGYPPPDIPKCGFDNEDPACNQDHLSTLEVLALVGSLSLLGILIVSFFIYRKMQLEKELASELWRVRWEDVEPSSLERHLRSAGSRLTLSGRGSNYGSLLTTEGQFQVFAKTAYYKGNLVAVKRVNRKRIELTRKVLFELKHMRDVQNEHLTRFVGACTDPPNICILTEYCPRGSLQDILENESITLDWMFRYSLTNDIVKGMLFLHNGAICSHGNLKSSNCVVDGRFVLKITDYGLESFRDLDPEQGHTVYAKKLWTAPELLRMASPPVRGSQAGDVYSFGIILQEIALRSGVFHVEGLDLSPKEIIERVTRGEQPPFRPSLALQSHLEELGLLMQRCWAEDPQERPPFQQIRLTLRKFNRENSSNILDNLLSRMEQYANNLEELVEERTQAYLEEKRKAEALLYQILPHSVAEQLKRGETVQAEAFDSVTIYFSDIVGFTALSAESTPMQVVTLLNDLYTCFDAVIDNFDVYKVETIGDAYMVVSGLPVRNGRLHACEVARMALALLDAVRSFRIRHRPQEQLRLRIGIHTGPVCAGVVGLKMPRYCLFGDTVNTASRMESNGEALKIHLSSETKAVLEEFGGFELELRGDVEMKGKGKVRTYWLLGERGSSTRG
ASAP1 GAP inh – ASAP1 ArfGAP inhibition; Q9ULH1; ASAP1-stimulated ARF1 GTP hydrolysis, GDP FP detection; inhibition, % at 16.5 µM; 360,000 compounds, 0.19% hits; AID 624377; in the data active = inhibition above about 25%;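 also: 0% = vehicle with enzyme and substrate and 100% = no enzyme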
ARFGAP1 inhibitor – rat ARFGAP1 inhibition. Q62848. Arfgap1-stimulated ARF1 GTP hydrolysis, GDP FP detection. inhibition, % at 16.5 µM. 360,000 compounds, 0.26% hits. AID 651572;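 active = inhibition above a per-plate limit, mean inhibition of low control wells plus 3 SD, cut at about 25% in these data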;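 also: 0% = DMSO wells with enzyme and 100% = wells lacking Arfgap1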
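Assay system: purified rat His6-Arfgap1 residues 1-136 (GAP domain); Reagent: human Δ17 ARF1 bound to GTP; Dosing: 16.5 µM single point, 1.26% DMSO; Times: GTP hydrolysis reaction 2 h at 25 °C; Signal: FP, GDP Alexa 633 tracer displaced from anti-GDP antibody, 620/688 nm; Measure: % inhibition from polarization.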
DDE Tn6 FP inh – disrupts Tn6 cyclic peptide binding to fibrin D-Dimer-E complex. P02675. Fibrin DD(E) TRITC-Tn6 fluorescence polarization displacement. inhibition, % at 8.3 µM. 370,000 compounds, 0.21% hits;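 active = inhibition above a per-campaign cutoff: mean of compounds within control limits plus 3 SD, cut at about 15% in these data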;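 also: 0% = median of all compound wells on the plate and 100% = blocking peptide control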
KLK7 zymogen act – activates the human kallikrein-7 zymogen; purified proKLK7, EDANS-DABCYL substrate fluorescence; 100% is mature enzyme control, 0% vehicle; activation, % at 7 µM; 370,000 compounds, 0.9% hits;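 active = activation above the mean of all tested compounds plus 3 SD, computed per campaign excluding outliers beyond control limits, cut at about 13% in these data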
rCAG binder – molecules binding r(CAG) RNA repeats; r(CAG) RNA repeat, TO-PRO-1 dye displacement fluorescence; AID 651821; inhibition, % at 3 µM; 370,000 compounds, 1.3% hits;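 active = inhibition above the plate cutoff, the mean of all test compounds on that plate plus 3 SD, cut at about 35% in these data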;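 also: 0% = DMSO alone and 100% = 100 µM mitoxantrone as full dye displacement; higher means more dye released from RNA so lower well fluorescence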
Starred values were filed as active, the others as inactive.

cpd	SMILES	ADAM10 inh	NPR2 activator	sPLA2-III inh	FXN GAA850 act	NPR1 activator
1	NC1=NS(=O)(=O)NC1c1ccc(Cl)cc1 (stereo not given)	2	2	-2	2.0	9
2	CC(=O)Nc1cccc(NC(=O)C2CCCN2C(=O)Nc2ccccc2C)c1 (stereo not given)	0	0	-1	3.3	2
3	CC(=O)c1ccc(N(C(=O)c2ccco2)C(C(=O)NC2CCCC2)c2cccs2)cc1 (stereo not given)	-3	-4	11	0.3	-9
4	O=S1(=O)c2ccccc2OC(COCc2ccccc2)CN1C1CC1 (stereo not given)	-8	0	6	-2.5	1
5	COc1ccc(N(CC(=O)Nc2ccc(OC)c(OC)c2)S(=O)(=O)c2ccccc2)cc1Cl	3	-9	-3	-2.4	-11
6	COCC1CCCN(Cc2nc(Cc3ccccc3)no2)C1 (stereo not given)	-1	2	5	-1.1	2
7	Cc1cccc(Nc2ccc3nonc3c2[N+](=O)[O-])c1C	-3	-1	-7	-0.6	-1
8	CCOc1ccc(Br)cc1CC(=O)O	3	1	2	-0.4	-4
9	O=C(N/N=C/c1ccncc1)C1C2CCCCCCC21 (stereo not given)	-1	-3	-4	4.5	6
10	COc1cc2oc(=O)cc(C)c2c(OC)c1OC	-7	-7	0	1.9	-1
11	CCOc1ccc(N2Nc3n[nH]c(N)c3N2)cc1	6	-3	4	1.3	0
12	O=C(Nc1ccc(N2CCOCC2)cc1)c1cccc2c(Br)cccc12	2	-4	2	0.3	6
13	CC(C)Nc1ncnc2c1ncn2[C@H]1CN(Cc2ccccc2)C[C@@H](CO)O1	-6	-4	2	2.1	2
14	O=C(CCc1ccccc1)Nc1sc2c(c1C(=O)O)CCCC2	-6	-3	-9	-0.8	4
15	Cc1cc(C)nc(/N=C(\N)C2=C(O)CC(C)(C)CC2=O)n1	-3	1	7	2.4	0

cpd	ASAP1 GAP inh	ARFGAP1 inhibitor	DDE Tn6 FP inh	KLK7 zymogen act	rCAG binder
1	-2	3	6	-0.2	2
2	-1	9	4	0.2	0
3	-6	9	-1	0.0	0
4	-9	-4	0	-0.9	-1
5	-25	2	-2	0.0	6
6	10	13	-6	-0.4	-7
7	-2	12	8	-0.9	-1
8	1	10	7	-0.2	4
9	-11	-3	8	0.0	-5
10	-1	11	3	0.3	-3
11	13	-10	4	-0.4	3
12	12	0	8	0.5	0
13	-4	2	8	-0.8	-1
14	-5	10	3	0.6	16
15	14	-3	-5	-0.2	-2

Complete entries as entered above:
Shown for `COc1cc2oc(=O)cc(C)c2c(OC)c1OC` : ADAM10 inh = -7; NPR2 activator = -7; sPLA2-III inh = 0; FXN GAA850 act = 1.9; NPR1 activator = -1; ASAP1 GAP inh = -1; ARFGAP1 inhibitor = 11; DDE Tn6 FP inh = 3; KLK7 zymogen act = 0.3; rCAG binder = -3
Shown for `NC1=NS(=O)(=O)NC1c1ccc(Cl)cc1` (stereo not given) : ADAM10 inh = 2; NPR2 activator = 2; sPLA2-III inh = -2; FXN GAA850 act = 2.0; NPR1 activator = 9; ASAP1 GAP inh = -2; ARFGAP1 inhibitor = 3; DDE Tn6 FP inh = 6; KLK7 zymogen act = -0.2; rCAG binder = 2

(continued)
cpd	SMILES	ADAM10 inh	NPR2 activator	sPLA2-III inh	FXN GAA850 act	NPR1 activator
16	O=C(NCCCN1CCCC1)c1ccc2c(c1)N(Cc1cccc(Cl)c1)C(=O)c1ccccc1S2=O (stereo not given)	-1	-5	-18	-0.6	-4
17	C=CCNC(=S)Nc1ccc(C)cc1[N+](=O)[O-]	4	1	4	1.4	1
18	CCOc1ccccc1NC(=O)c1ccc2[nH]c(C)c(C)c2c1	-14	-4	-58	6.2	-6
19	CC(=O)c1ccc(NC(=O)[C@@H]2CCCN2C2=NS(=O)(=O)c3ccccc32)cc1	-7	-1	-7	-0.4	1
20	Nc1ccc(S(=O)(=O)N2CCCC2)cc1	-7	4	1	-1.1	-5
21	COc1ccc(CN(C(=O)c2ccco2)c2ccccc2)cc1	5	0	-2	0.7	1
22	CC(C)NC(=O)CC(=O)N/N=C/c1cccs1	2	0	-3	-0.5	1
23	CCN(CC)c1ccc(C=Nc2ccc(C)cc2C)c(O)c1	-7	-1	0	-2.3	7
24	CCOc1ccc(OCCCC(=O)Nc2cc(Cl)ccc2-n2cncn2)cc1	-5	-1	-4	-0.5	-3
25	CN(Cc1ccccc1)S(=O)(=O)c1ccc(Cl)c(C(=O)N2CCC(C(N)=O)CC2)c1	-10	-3	-5	-1.2	-1

cpd	ASAP1 GAP inh	ARFGAP1 inhibitor	DDE Tn6 FP inh	KLK7 zymogen act	rCAG binder
16	-7	6	0	0.4	6
17	-5	18	7	0.2	-2
18	9	12	-6	0.5	9
19	-9	4	-5	0.3	1
20	-3	-5	-4	-0.2	2
21	-8	5	-5	0.4	-4
22	1	3	-1	0.1	0
23	-6	-4	9	-4.4	2
24	-3	-2	4	0.0	-4
25	12	2	9	0.5	2

6 compounds drawn at random from those above, as already listed:
cpd	SMILES	ADAM10 inh	NPR2 activator	sPLA2-III inh	FXN GAA850 act	NPR1 activator
16	O=C(NCCCN1CCCC1)c1ccc2c(c1)N(Cc1cccc(Cl)c1)C(=O)c1ccccc1S2=O (stereo not given)	-1	-5	-18	-0.6	-4
19	CC(=O)c1ccc(NC(=O)[C@@H]2CCCN2C2=NS(=O)(=O)c3ccccc32)cc1	-7	-1	-7	-0.4	1
17	C=CCNC(=S)Nc1ccc(C)cc1[N+](=O)[O-]	4	1	4	1.4	1
23	CCN(CC)c1ccc(C=Nc2ccc(C)cc2C)c(O)c1	-7	-1	0	-2.3	7
20	Nc1ccc(S(=O)(=O)N2CCCC2)cc1	-7	4	1	-1.1	-5
25	CN(Cc1ccccc1)S(=O)(=O)c1ccc(Cl)c(C(=O)N2CCC(C(N)=O)CC2)c1	-10	-3	-5	-1.2	-1

cpd	ASAP1 GAP inh	ARFGAP1 inhibitor	DDE Tn6 FP inh	KLK7 zymogen act	rCAG binder
16	-7	6	0	0.4	6
19	-9	4	-5	0.3	1
17	-5	18	7	0.2	-2
23	-6	-4	9	-4.4	2
20	-3	-5	-4	-0.2	2
25	12	2	9	0.5	2

Source: PubChem (several laboratories)
